3CLpro inhibitor: SARS-CoV 3CLpro protease inhibition. P0C6X7. recombinant SARS-CoV 3CLpro, quenched FRET peptide cleavage. inhibition, % at 6 µM. actives 0.14% (n = 290,000); in the data active = inhibition above about 12%
VHR inh abs: blocks human VHR1 dual specificity phosphatase. recombinant VHR phosphatase, pNPP absorbance. actives 0.52% (n = 290,000). AID 1654. inhibition, % at 13.3 µM. P51452; in the data active = inhibition above about 50%; also: some compounds called inactive have numbers as strong as hits
Anthrax LF prot: anthrax lethal factor protease inhibition; actives 0.12% (n = 360,000); inhibition, % at 10 µM; multiplex microsphere protease cleavage assay, LF; P15917; also: plate controls were buffer without enzyme for full effect and enzyme alone for no effect
PfHsp40 rescue: compounds rescuing yeast from Plasmodium falciparum HSP40 toxicity | growth rescue, % at 12.5 µM | S. cerevisiae expressing PfHsp40, growth rescue, ATP luminescence | actives 0.68% (n = 340,000); in the data active = growth rescue above about 28%, passing the limit was not always enough; inconclusive = no clear call, values can overlap the other calls;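 also: yeast W303a lacking pdr1 and pdr3 grown in galactose medium; growth measured after three days at 30 °C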
TcdB inh: TcdB glycohydrolase inhibition; P18177; TcdB glycohydrolase enzymatic assay, plate reader; inhibition, % at 9.99 µM; actives 0.24% (n = 350,000); AID 652162; in the data active = inhibition above about 10%
Target sequence (P18177 whole entry, looked up): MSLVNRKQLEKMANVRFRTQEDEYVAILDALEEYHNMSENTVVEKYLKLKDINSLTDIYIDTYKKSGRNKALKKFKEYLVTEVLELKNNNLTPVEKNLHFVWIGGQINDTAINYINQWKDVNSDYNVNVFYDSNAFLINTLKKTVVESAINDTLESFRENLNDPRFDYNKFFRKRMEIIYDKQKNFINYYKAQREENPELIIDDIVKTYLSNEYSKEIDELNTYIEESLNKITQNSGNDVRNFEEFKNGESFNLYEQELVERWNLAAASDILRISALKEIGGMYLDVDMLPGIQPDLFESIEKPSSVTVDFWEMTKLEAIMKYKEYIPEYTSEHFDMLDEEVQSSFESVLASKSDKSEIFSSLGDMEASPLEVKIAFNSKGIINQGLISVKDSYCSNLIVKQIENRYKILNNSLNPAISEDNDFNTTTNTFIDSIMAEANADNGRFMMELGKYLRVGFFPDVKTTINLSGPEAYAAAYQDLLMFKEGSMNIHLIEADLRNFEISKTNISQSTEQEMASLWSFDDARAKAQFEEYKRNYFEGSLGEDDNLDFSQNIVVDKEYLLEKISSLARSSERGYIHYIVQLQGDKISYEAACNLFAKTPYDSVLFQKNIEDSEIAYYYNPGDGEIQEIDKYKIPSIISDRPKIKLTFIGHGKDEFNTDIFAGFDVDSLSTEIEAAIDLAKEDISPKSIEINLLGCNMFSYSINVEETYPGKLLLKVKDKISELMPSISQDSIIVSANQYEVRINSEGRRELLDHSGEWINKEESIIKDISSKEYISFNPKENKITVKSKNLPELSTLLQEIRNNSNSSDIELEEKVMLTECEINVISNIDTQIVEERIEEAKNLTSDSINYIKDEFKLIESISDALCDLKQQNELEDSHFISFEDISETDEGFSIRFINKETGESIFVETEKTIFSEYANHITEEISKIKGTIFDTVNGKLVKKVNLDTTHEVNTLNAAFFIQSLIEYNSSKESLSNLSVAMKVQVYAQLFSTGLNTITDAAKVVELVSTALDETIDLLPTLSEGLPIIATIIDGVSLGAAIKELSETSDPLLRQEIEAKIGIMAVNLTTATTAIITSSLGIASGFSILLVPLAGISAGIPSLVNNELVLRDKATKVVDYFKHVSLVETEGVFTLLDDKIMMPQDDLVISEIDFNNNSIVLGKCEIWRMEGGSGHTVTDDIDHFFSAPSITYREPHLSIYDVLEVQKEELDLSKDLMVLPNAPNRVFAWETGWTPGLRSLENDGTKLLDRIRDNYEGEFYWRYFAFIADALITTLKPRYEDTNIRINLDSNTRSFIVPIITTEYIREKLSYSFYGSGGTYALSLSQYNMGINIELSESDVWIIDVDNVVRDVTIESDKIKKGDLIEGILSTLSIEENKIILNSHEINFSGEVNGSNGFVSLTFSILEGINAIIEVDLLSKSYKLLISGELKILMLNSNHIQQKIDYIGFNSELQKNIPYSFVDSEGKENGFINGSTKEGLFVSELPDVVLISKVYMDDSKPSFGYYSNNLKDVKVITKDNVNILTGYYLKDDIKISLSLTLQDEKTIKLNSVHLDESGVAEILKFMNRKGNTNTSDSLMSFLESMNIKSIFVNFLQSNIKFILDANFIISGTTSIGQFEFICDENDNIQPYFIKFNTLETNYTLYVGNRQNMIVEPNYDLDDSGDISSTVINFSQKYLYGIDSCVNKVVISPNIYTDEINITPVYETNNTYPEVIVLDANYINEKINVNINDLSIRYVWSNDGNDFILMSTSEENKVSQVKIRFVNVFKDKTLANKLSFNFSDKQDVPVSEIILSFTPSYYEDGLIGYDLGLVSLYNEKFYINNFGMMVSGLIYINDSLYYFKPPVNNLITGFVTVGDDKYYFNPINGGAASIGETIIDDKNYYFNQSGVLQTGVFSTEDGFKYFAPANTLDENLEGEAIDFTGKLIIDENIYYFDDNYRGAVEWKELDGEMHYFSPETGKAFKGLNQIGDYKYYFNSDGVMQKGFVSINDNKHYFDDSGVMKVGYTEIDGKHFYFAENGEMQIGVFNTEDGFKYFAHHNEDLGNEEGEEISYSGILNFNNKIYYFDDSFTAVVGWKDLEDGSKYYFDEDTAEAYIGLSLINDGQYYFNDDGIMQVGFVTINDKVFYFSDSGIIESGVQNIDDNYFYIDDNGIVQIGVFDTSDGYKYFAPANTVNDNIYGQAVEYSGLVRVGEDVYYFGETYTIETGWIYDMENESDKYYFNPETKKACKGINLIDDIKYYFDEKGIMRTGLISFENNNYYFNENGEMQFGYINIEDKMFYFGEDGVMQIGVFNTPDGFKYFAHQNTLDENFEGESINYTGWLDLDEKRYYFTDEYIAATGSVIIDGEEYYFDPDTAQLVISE
Yp Topo-I inh: Y. pestis Topo-I inhibition via cleavage products | AID 504884 | activity, % at 10 µM | Y. pestis Topo-I cleavage product accumulation, plate reader | actives 0.064% (n = 360,000); in the data active = activity above about 50%, passing the limit was not always enough; inconclusive = no clear call, values can overlap the other calls; also: inactives centre near 2
CCHFV vOTU inh: CCHFV vOTU protease inhibition; Pep-AMC fluorescence; inhibition, % at 11.5 µM; actives 0.55% (n = 370,000); AID 651958; in the data active = inhibition above about 30%; also: 0% = vehicle wells with enzyme and 100% = no enzyme wells
BoNT A protease: BoNT A light chain protease inhibition; actives 0.17% (n = 360,000); AID 588499; multiplex microsphere protease substrate cleavage, flow cytometry; inhibition, % at 10 µM; also: plate controls were buffer without enzyme for full effect and enzyme alone for no effect
BH1578 lux ind: induces V. cholerae light production without autoinducers | actives 0.16% (n = 350,000) | activation, % at 18.7 µM | AID 588436 | V. cholerae BH1578 lux reporter, luminescence, 6 h; in the data active = activation mostly above about 9.7%, no sharp cut-off; inconclusive = no clear call, values can overlap the other calls; inactive = mostly below about 3.7%; also: not every result past the cut was called active; inactives centre near 0; reference of the scale not given here
SSB-PriA inh: K. pneumoniae PriA-SSBct interaction inhibition; AlphaScreen SSBct-PriA binding, biotinylated peptide; inhibition, % at 33 µM; actives 0.6% (n = 430,000); in the data active = inhibition mostly above about 37%, no sharp cut-off; inactive = mostly below about 20%;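 also: plate controls were negative control peptide for no effect and reference peptide for full effect; strong numbers were not always called active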
The depositor's hits bear a star; i = inactive; ? = inconclusive; nt = no result given. Rule as the data show it, unless noted: active = inhibition above about 30%; inconclusive = no clear call, values can overlap the other calls; inactive = below that.

SMILES | 3CLpro inhibitor | VHR inh abs | Anthrax LF prot | PfHsp40 rescue | TcdB inh | Yp Topo-I inh | CCHFV vOTU inh | BoNT A protease | BH1578 lux ind | SSB-PriA inh
Cc1occc1-c1nnc(SCC(=O)NCc2ccc3c(c2)OCO3)n1CC(C)C | -8 | 5 | -8 | -0.6 | nt | 12 | 7 | 0.0 | 14 | 3
CCOc1ccc2[nH]c(=O)c(C(c3nnnn3Cc3ccco3)N3CCN(C)CC3)cc2c1 (configuration not stated) | -1 | 0 | -2 | 0.3 | -3.1 | -2 | -23 | 0.1 | 0.5 | -16
CCOC(=O)C1=C(N)OC2=C(C(=O)CCC2)C12C(=O)Nc1ccccc12 (configuration not stated) | -2 | 12 | -2 | -0.5 | 0.9 | 6 | 1 | -0.8 | 1.5 | -15
Cc1ccc(CN=C(N)Nc2nc(C)cc(C)n2)cc1 | -1 | 57* | -5 | 0.2 | -0.5 | 2 | 1 | 0.3 | -0.6 | -5
COCc1ccc(C(=O)N2CCCC(C(=O)c3ccc(Cl)cc3C)C2)o1 (configuration not stated) | 4 | -2 | -1 | 1.3 | 2.6 | 24 | -7 | 1.4 | -0.4 | -6
COc1ccc(Oc2coc3cc(OC(=O)c4cncc(Br)c4)ccc3c2=O)cc1 | -2 | 18 | 1 | -0.1 | nt | 1 | -3 | -0.7 | nt | 1
OC(COc1ccccc1)CN(Cc1ccccc1)CC(O)COc1ccccc1 (configuration not stated) | nt | nt | 1 | 1.0 | -0.1 | 21 | 5 | 0.0 | i | -27
CCC(C)c1c(NS(=O)(=O)c2ccc(C)cc2)o[nH]c1=O (configuration not stated) | nt | nt | 0 | -0.4 | 1.6 | -3 | -9 | 0.1 | -0.6 | 1
O=C(NCCc1nnc2ccc(NCc3cccnc3)nn12)c1ccccc1F | 1 | 11 | nt | -2.1 | 1.5 | -2 | -1 | nt | i | 4
Cc1cccc(CCNC(=O)c2cccc(NC3=NC4CS(=O)(=O)CC4S3)c2)c1 (configuration not stated) | -6 | 17 | 2 | 0.7 | 1.5 | -11 | 4 | 0.0 | i | -2
CCO[C@@H]1OC(C(=O)NCc2ccccc2)=C[C@H](C2CCCCC2)[C@H]1CCCO | -1 | -6 | -3 | 1.0 | 0.9 | 11 | 11 | 0.1 | -0.6 | -2
CC(=O)/C(C#N)=C1\NC(=O)C(Cc2cc(Cl)ccc2Cl)S1 (configuration not stated) | 4 | -5 | -7 | -0.3 | -0.7 | 1 | 3 | -2.0 | -0.7 | -15
Fc1ccc(N2CCN(c3ncnc4c3nnn4Cc3ccccc3Cl)CC2)cc1 | 0 | nt | -5 | 2.7 | nt | 27 | 20 | -0.2 | -12 | -7
O=C(NC1CCc2ccccc21)C1CCN(S(=O)(=O)c2ccc(Cl)cc2)CC1 (configuration not stated) | 3 | -4 | 3 | 1.9 | nt | 34 | -4 | 0.4 | -0.3 | -6
O=C(NCc1ccccc1F)Nc1nnc([C@@H]2C[C@H](O)[C@@H](CO)O2)s1 | nt | nt | -1 | nt | 0.8 | 1 | 4 | -0.1 | -0.6 | nt
CNc1ccccc1 | nt | nt | 0 | 0.2 | 0.8 | -8 | -5 | -0.5 | -0.3 | 5
CCCNC(=O)C1(C)CCN(C(=O)c2cc(C)nn2C(C)(C)C)C1 (configuration not stated) | nt | nt | -3 | nt | -0.7 | 0 | 10 | -0.3 | -0.9 | nt
CCN1CCCC1CNC(=O)c1cc(NC(C)=O)c(N(C)C)cc1OC (configuration not stated) | 7 | 35 | -9 | 0.5 | nt | -6 | 6 | -2.2 | i | -8
Cc1ccc(C)c(NC(=O)C2CCCN2C(=O)OC(C)(C)C)c1 (configuration not stated) | 0 | 8 | 2 | 1.1 | nt | -3 | 17 | 1.5 | -0.6 | -10
Cc1ccc(-n2c(C)nc3cc(Cl)ccc3c2=O)nc1 | 1 | 9 | -4 | -1.5 | -0.6 | -1 | -6 | 0.5 | -0.6 | -1
COc1cccc(Cn2cnc(-c3ccccc3OC)c2-c2cccnc2)c1 | nt | nt | 4 | nt | 1.1 | nt | 6 | 0.5 | nt | nt
CC(C)C1CC(O)(C2(O)CCCCC2)ON1 (configuration not stated) | -6 | 5 | 0 | -1.1 | nt | 2 | 20 | -0.9 | -2.0 | -4
COc1ccc(C2C(C(C)=O)=C(O)C(=O)N2CCO)c(OC)c1 (configuration not stated) | -3 | 10 | -1 | -0.3 | nt | -4 | 9 | -0.4 | 0.0 | -3
Cc1ccc(N/N=C2\CCS(=O)(=O)c3sccc32)cc1 | 1 | 9 | -7 | -0.8 | 1.0 | 3 | 6 | -0.8 | -0.3 | nt
COc1cc(CNC2CCCCCC2)cc(OC)c1OC | 2 | -10 | 0 | 1.0 | nt | 2 | -4 | 0.8 | 0.0 | -8
Oc1ccc2c3c1O[C@H]1c4oc5ccccc5c4C[C@@]4(O)[C@@H](C2)N(CC2CC2)CC[C@]314 | nt | 18 | -16 | 34* | -1.8 | 11 | 2 | -1.1 | -0.7 | 2
CN(C)CCCNS(=O)(=O)c1cc(Cl)ccc1Cl | -5 | 22 | 0 | -0.2 | nt | -2 | -9 | ? | -2.5 | -4
O=C(NCCCN1CCCC1)C1CCN(C(=O)c2cc3sccc3n2Cc2ccc(F)cc2)CC1 | 3 | 4 | -4 | -0.5 | nt | -3 | -4 | -0.6 | i | -12
Cc1oc(-c2ccc(Cl)cc2)nc1CN1CCC(C(=O)NCCCN2CCCC2=O)CC1 | 2 | 19 | 3 | -0.8 | 0.4 | 8 | 6 | -0.5 | -0.9 | 1
O=C(NC1CCN(Cc2ccccc2)CC1)c1ccccc1F | -1 | 38 | -3 | -1.2 | -0.5 | 7 | -7 | -1.0 | -0.6 | -12
Cc1cccc(C(=O)OCC(=O)c2c(N)n(CC(C)C)c(=O)n(C)c2=O)c1[N+](=O)[O-] | nt | nt | -6 | -0.4 | -2.0 | 11 | 7 | -13 | i | -4
Cc1ccc(F)cc1NC(=O)c1ccc(NS(=O)(=O)c2ccc(Br)s2)cc1 | 6 | -8 | 1 | 0.9 | nt | 9 | -7 | -0.5 | i | 6
O=C(Cn1nc(-c2ccccc2)nc1-c1ccccc1)N1CCOCC1 | 4 | 28 | 4 | -1.0 | nt | 0 | -6 | 1.1 | -0.6 | -8
C=C(C)Cn1c(=O)c2c(nc3n2CCCN3Cc2ccccc2)n(C)c1=O | -2 | 7 | -1 | -0.6 | 1.1 | 10 | 17 | 0.7 | 1.1 | 3
Nc1cccc2c1C(=O)N(CCOc1ccc(F)cc1)C2=O | 0 | 2 | 3 | -2.0 | 2.1 | -7 | 1 | 0.0 | i | -4
CN(C)S(=O)(=O)N(CCN1CCOCC1)Cc1ccccc1F | 6 | 22 | 1 | -2.1 | nt | -3 | 12 | 1.6 | i | -8

Random excerpt: 2 records from the list, in no set order.
SMILES | 3CLpro inhibitor | VHR inh abs | Anthrax LF prot | PfHsp40 rescue | TcdB inh | Yp Topo-I inh | CCHFV vOTU inh | BoNT A protease | BH1578 lux ind | SSB-PriA inh
CCOc1ccc2[nH]c(=O)c(C(c3nnnn3Cc3ccco3)N3CCN(C)CC3)cc2c1 (configuration not stated) | -1 | 0 | -2 | 0.3 | -3.1 | -2 | -23 | 0.1 | 0.5 | -16
COc1ccc(C2C(C(C)=O)=C(O)C(=O)N2CCO)c(OC)c1 (configuration not stated) | -3 | 10 | -1 | -0.3 | nt | -4 | 9 | -0.4 | 0.0 | -3

Carrying on.
SMILES | 3CLpro inhibitor | VHR inh abs | Anthrax LF prot | PfHsp40 rescue | TcdB inh | Yp Topo-I inh | CCHFV vOTU inh | BoNT A protease | BH1578 lux ind | SSB-PriA inh
CN1Cc2c(N3CCOCC3)nc3sc(C(=O)c4ccc(Br)cc4)c(N)c3c2CC1(C)C | -5 | 17 | nt | nt | 0.0 | -2 | 8 | nt | -0.4 | 35
C=CCN(c1ccccc1)S(=O)(=O)c1cccc(C(=O)Nc2nc3ccccc3[nH]2)c1 | 0 | 13 | 0 | -0.5 | nt | 2 | -14 | -0.5 | 0.1 | 4
CC1COc2ccccc2N1C(=O)c1ccc(Cl)nc1 (configuration not stated) | 5 | 10 | 4 | -1.0 | 2.2 | 2 | -17 | -0.1 | -0.1 | 13
CCNC(=O)C1CCCN(C(=O)c2cc(OC)c(OC)c(OC)c2)CC1 (configuration not stated) | nt | nt | -1 | nt | 0.9 | 3 | 3 | -1.0 | -0.4 | nt
COc1ccccc1N1C(=O)C2C3C=CC(C3)C2C1=O (configuration not stated) | 1 | 13 | 0 | 14 | nt | 0 | -8 | 0.6 | -0.5 | -12
C/C(N)=C(/C#N)C(=O)COc1ncnc2ccc(Br)cc12 | 0 | 36 | -6 | -0.2 | nt | 0 | 2 | 2.1 | i | -7
CCNC(=O)NCCNC(=O)c1cc(OCC(F)(F)F)ccc1OCC(F)(F)F | 0 | -1 | -2 | 1.0 | 1.0 | 0 | -4 | 0.4 | i | 4
COCc1cc(=O)[nH]c(/N=C(\N)Nc2cccc(Cl)c2)n1 | -1 | 4 | -5 | 0.0 | 0.4 | -5 | 6 | -1.0 | -0.2 | nt
CCc1ccccc1NC(=O)CN(C)C(=O)c1cc(C2CC2)nn1-c1ccccc1 | nt | nt | -9 | -0.9 | 0.3 | 17 | 4 | -1.3 | i | 7
O=S(=O)(O)c1ccc(N2N=C(c3ccccc3)CC2c2ccccc2)cc1 (configuration not stated) | 3 | -3 | 0 | 1.5 | -1.9 | 4 | -295 | -0.7 | i | -13
CC[C@H](C)[C@H]1CNC(=S)N1CC1CCN(CCC(C)C)CC1 | nt | nt | -5 | nt | 1.1 | -3 | -1 | 0.1 | -0.4 | nt

Of the compounds above, nine contain a Cl atom.
SMILES | 3CLpro inhibitor | VHR inh abs | Anthrax LF prot | PfHsp40 rescue | TcdB inh | Yp Topo-I inh | CCHFV vOTU inh | BoNT A protease | BH1578 lux ind | SSB-PriA inh
COCc1ccc(C(=O)N2CCCC(C(=O)c3ccc(Cl)cc3C)C2)o1 (configuration not stated) | 4 | -2 | -1 | 1.3 | 2.6 | 24 | -7 | 1.4 | -0.4 | -6
CC(=O)/C(C#N)=C1\NC(=O)C(Cc2cc(Cl)ccc2Cl)S1 (configuration not stated) | 4 | -5 | -7 | -0.3 | -0.7 | 1 | 3 | -2.0 | -0.7 | -15
Fc1ccc(N2CCN(c3ncnc4c3nnn4Cc3ccccc3Cl)CC2)cc1 | 0 | nt | -5 | 2.7 | nt | 27 | 20 | -0.2 | -12 | -7
O=C(NC1CCc2ccccc21)C1CCN(S(=O)(=O)c2ccc(Cl)cc2)CC1 (configuration not stated) | 3 | -4 | 3 | 1.9 | nt | 34 | -4 | 0.4 | -0.3 | -6
Cc1ccc(-n2c(C)nc3cc(Cl)ccc3c2=O)nc1 | 1 | 9 | -4 | -1.5 | -0.6 | -1 | -6 | 0.5 | -0.6 | -1
CN(C)CCCNS(=O)(=O)c1cc(Cl)ccc1Cl | -5 | 22 | 0 | -0.2 | nt | -2 | -9 | ? | -2.5 | -4
Cc1oc(-c2ccc(Cl)cc2)nc1CN1CCC(C(=O)NCCCN2CCCC2=O)CC1 | 2 | 19 | 3 | -0.8 | 0.4 | 8 | 6 | -0.5 | -0.9 | 1
CC1COc2ccccc2N1C(=O)c1ccc(Cl)nc1 (configuration not stated) | 5 | 10 | 4 | -1.0 | 2.2 | 2 | -17 | -0.1 | -0.1 | 13
COCc1cc(=O)[nH]c(/N=C(\N)Nc2cccc(Cl)c2)n1 | -1 | 4 | -5 | 0.0 | 0.4 | -5 | 6 | -1.0 | -0.2 | nt

Not all compounds are listed; count on the stated rates, not on these rows.
